ERAP1 inh: ERAP1 (human) enzyme inhibition. Q9NZ08. recombinant ERAP1, Leu-AMC fluorescence, 60 min. inhibition, % at 10.7 µM. 340,000 tested, 0.15% active;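 active = mean replicate inhibition of at least 30%, or all replicates individually reaching that 30% level; inactive = mean below 30% and not every replicate reaching it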;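 also: 0% = neutral control wells and 100% = L-leucinethiol positive control wells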
XiGFP reactiv: activators of X-chromosome reactivation in mouse fibroblasts. XiGFP mouse fibroblasts, % GFP-positive cells imaging, 3 d; cells co-treated with 5-aza-dC sensitizer; scaled so ellipticine positive control = 100%. activation, % at 7.58 µM. 360,000 tested, 0.055% active;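 active = mean normalized replicate activation at least 10% and every replicate at or above 10%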;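 also: 0% = median of on-plate neutral control wells and 100% = ellipticine 6 µM median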
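material = 68-5-11 XiGFP fibroblast line | medium = DMEM plus 5-aza-dC sensitizer | schedule = 3 days compound exposure | benchmarks = positive control ellipticine, 6 µM final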
E-selectin induc: E-selectin induction on HUVECs. HUVEC E-selectin immunofluorescence imaging; normalized: neutral wells 0, TNF-alpha wells 100. AID 686992. activation, % at 7.58 µM. 260,000 tested, 0.37% active;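 active = mean E-selectin-positive cell signal at least 10% of the positive control, reached in at least 60% of replicates, without over 20% cell loss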;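 also: in these data hits start at about 27%; measured in HUVEC primary endothelial cells; signal is the percent of cells scored E-selectin positive by PE staining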
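Test system – human umbilical vein endothelial cells (HUVEC), E-selectin induction · Input – 3,000 HUVEC seeded per well · Buffer or medium – EGM-2, gelatin · Compound dosing – single-point compound dose · Detection – immunofluorescence imaging · Measure – percent E-selectin-positive cells · Controls – TNF-alpha high, DMSO low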
RAD52 anneal inh: blocks human RAD52 DNA annealing; inhibition, % at 18.7 µM; 360,000 tested, 0.46% active; AID 651710; recombinant RAD52 DNA annealing, FRET fluorescence;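 active = every replicate showing at least 50% inhibition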
Target sequence (P43351 whole entry, looked up): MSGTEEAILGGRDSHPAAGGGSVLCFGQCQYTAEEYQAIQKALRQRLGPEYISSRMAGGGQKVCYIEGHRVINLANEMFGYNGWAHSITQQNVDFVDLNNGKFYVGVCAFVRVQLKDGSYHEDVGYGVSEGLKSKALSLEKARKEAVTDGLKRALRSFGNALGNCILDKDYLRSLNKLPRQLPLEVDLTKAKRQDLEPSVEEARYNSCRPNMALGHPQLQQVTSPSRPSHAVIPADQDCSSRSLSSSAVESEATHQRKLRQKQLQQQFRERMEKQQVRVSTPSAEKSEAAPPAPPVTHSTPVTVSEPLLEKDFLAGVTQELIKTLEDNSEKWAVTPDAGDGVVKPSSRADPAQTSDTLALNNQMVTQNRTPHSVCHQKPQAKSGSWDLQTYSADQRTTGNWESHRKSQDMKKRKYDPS
esBAF inh: blocks esBAF chromatin remodeling in mouse ES cells; AID 602393; 350,000 tested, 2% active; Bmi1-luciferase knock-in reporter, 24 h; 100% = twice the neutral-well signal; reporter increase, % at 12.5 µM; in the data active = activation above about 40%;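 also: 0% = median of the plate's neutral control wells and 100% = double that signal; a rise in the Bmi1 reporter signal indicates esBAF inhibition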
S100A4 inh HTS: blocks human S100A4 binding to myosin IIA peptide. P26447. S100A4/TAMRA-MyoIIA peptide fluorescence polarization. 360,000 tested, 0.14% active. inhibition, % at 10.7 µM;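 active = mean inhibition of at least 70% across replicates, with every replicate also reaching that level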
Target sequence (P26447 whole entry, looked up): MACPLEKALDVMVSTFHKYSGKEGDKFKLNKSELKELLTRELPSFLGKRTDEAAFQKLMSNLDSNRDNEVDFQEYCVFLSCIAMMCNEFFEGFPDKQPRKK
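incubation = readout 5 min after mixing, signal stable up to 60 min | system = S100A4 monomer protein | buffer or medium = HEPES pH 7.2 with CaCl2, KCl, NaCl, DTT, Triton | benchmarks = neutral control DMSO, positive control TFP | also added = fluorescent myosin IIA peptide, 5 nM | compound dosing = one concentration per compound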
ERp5 inh: ERp5 (human) disulfide isomerase inhibition; ERp5 insulin aggregation, absorbance 650 nm, 90 min; Q15084; inhibition, % at 9.99 µM; 350,000 tested, 0.05% active;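 active = mean replicate inhibition above about 25%, with every replicate also reaching it, limit read from the data, passing the limit was not always enough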
Target sequence (Q15084 whole entry, looked up): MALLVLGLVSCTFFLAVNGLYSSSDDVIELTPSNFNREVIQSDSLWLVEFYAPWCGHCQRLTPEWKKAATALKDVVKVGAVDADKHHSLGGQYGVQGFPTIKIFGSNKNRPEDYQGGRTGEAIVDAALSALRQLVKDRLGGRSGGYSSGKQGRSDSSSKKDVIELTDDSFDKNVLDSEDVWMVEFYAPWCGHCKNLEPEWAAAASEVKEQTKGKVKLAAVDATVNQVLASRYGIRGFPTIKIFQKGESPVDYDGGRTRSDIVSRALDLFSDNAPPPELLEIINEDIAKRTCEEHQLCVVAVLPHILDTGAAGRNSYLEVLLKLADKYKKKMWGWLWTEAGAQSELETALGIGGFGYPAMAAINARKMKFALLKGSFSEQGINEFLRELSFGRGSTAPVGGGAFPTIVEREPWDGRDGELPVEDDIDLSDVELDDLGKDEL
RAD54 branch: inhibitors of human RAD54 branch migration | Q92698 | RAD54 Holliday junction branch migration, FAM/BHQ fluorescence | inhibition, % at 10.4 µM | 360,000 tested, 0.14% active | AID 602329;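 active = mean normalized replicate activity at least 40 and at least half of replicates scoring 40 or more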;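 also: 0% = median of neutral control wells and 100% = median of positive control wells; inhibitors cause a drop in the FAM fluorescence signal; in these data hits start at about 50%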
Numbers without * were called inactive; / = not tested or not shown.

molecule	RAD54 branch	esBAF inh	ERAP1 inh	S100A4 inh HTS	E-selectin induc	RAD52 anneal inh	XiGFP reactiv	ERp5 inh
CNC(=O)C[C@@H]1CC[C@@H]2[C@H](COC[C@H](O)CN2C(=O)Nc2ccc(Cl)c(Cl)c2)O1	3	-5	-2	21	0.2	1	-0.1	4
Clc1ccc(N=C2SCC3CCCCN23)cc1 (configuration not stated)	7	53*	-1	-3	/	-12	0.0	2
COc1ccc(N2CCN(CCCn3cnc4c(OC)ncnc43)CC2)cc1	0	-4	-2	-3	0.0	-7	/	-3
Cc1cc(C(=O)OCC(=O)NC(C)(C)C)c2ccccc2n1	-7	-1	1	-2	/	-4	/	-2
O=C(Nc1nn[nH]n1)c1cc(-c2ccc(Cl)c(Cl)c2Cl)nc2ccccc12	/	/	12	-2	/	0	-0.1	2
Cc1ccc(S(=O)(=O)N2CCC(c3nc4c(nnn4Cc4ccccc4)c(=O)[nH]3)CC2)cc1	-3	/	3	-3	/	-14	0.3	4
COCC(=O)N(C)C[C@H]1Oc2cc(C#CC(C)C)ccc2S(=O)(=O)N([C@H](C)CO)C[C@@H]1C	-13	-3	-3	-23	-0.2	4	-0.9	-2
O=C(NCC(c1ccc(F)cc1)N1CCOCC1)c1nn(-c2ccccc2)c(=O)c2ccccc12 (configuration not stated)	-4	-3	-3	-3	/	-26	0.1	1
CC1CN(Cc2ccco2)C(=S)N(c2ccccc2)C1=O (configuration not stated)	/	6	-2	-1	1.7	-25	-0.1	-1
C[C@@H]1CCCCO[C@@H](CN(C)C(=O)Nc2ccccc2)[C@H](C)CN([C@@H](C)CO)C(=O)c2cc(NS(C)(=O)=O)ccc2O1	-7	1	-2	7	-0.2	12	0.2	3
O=C(C1CC(=O)N(c2ccc3c(c2)OCCO3)C1)N1CCN(S(=O)(=O)c2ccc(F)cc2)CC1 (configuration not stated)	16	-6	-1	-3	-0.3	-12	-0.1	1
COc1ccc(-n2nc(C(=O)NCC(=O)N3CCN(Cc4ccccc4)CC3)c3ccccc3c2=O)cc1	2	-3	2	-2	0.0	-6	0.0	-5
COc1ccccc1CNC(=O)C[C@@H]1CC[C@@H]2[C@H](COC[C@H](O)CN2C(=O)Nc2ccccc2)O1	6	5	-2	5	0.0	-7	0.2	-1
O=c1[nH]c(/C=C\c2ccc(O)c(Cl)c2)nc(O)c1[N+](=O)[O-]	-37	2	2	-4	0.0	-13	0.0	2
CCCNC(=O)Nc1ccc2c(c1)OC[C@@H](C)N(Cc1cccnc1)C[C@@H](C)[C@H](OC)CN(C)C2=O	-13	5	/	3	-0.1	6	0.6	4
CN(C)c1nc(-c2ccccc2)c2cnn(Cc3ccccc3)c2n1	12	-6	9	3	/	-2	/	1
COCCn1c(SCC(=O)N2CCCc3ccccc32)nc2c(c1=O)SC(C)C2 (configuration not stated)	0	7	6	-8	-1.2	-8	-0.1	1
CNC(=S)N(Cc1ccco1)Cc1cc2cc(OC)ccc2[nH]c1=O	/	/	1	0	-1.6	-27	0.1	3
CN(c1ccccc1)S(=O)(=O)c1ccc(C(=O)N2CCN(c3ccccc3)CC2)cc1	15	1	-8	5	-0.1	37	-0.1	1
N#C/C(=N\Nc1ccc(S(=O)(=O)N2CCCCC2)cc1)C(N)=S	3	2	1	17	/	-36	0.0	-7
CO[C@@H]1CN(C)C(=O)c2cc(NC(=O)C3CCCCC3)ccc2OC[C@@H](C)N(C)C[C@H]1C	-3	-1	0	-13	-0.2	5	0.1	5
Cc1cc(=O)[nH]c(SCC(=O)Nc2cccc3ccccc23)c1C#N	15	/	2	2	/	-30	/	-3
COCCCNC(=O)C1Cc2cc(S(=O)(=O)N3CCCC3)ccc2N1C(C)=O (configuration not stated)	-6	-12	4	-3	/	-5	0.0	2
NNC(=S)NC1CCCCCCCCCCC1	/	/	6	8	8.4	-9	0.2	-2
CCOC(=O)N1CCN(Cc2nc3cc(NC(=O)C(C)C)ccc3n2C)CC1	-11	0	0	-2	0.2	2	0.0	-1
O=S(=O)(Cc1ccccc1)N1CCC(c2nc(-c3cccs3)no2)CC1	0	8	0	-2	/	-3	/	2
CSc1ccc(/C=N/NC(=O)c2ccc(-n3cnnn3)cc2)cc1	4	-7	-4	-1	/	1	0.0	8
C[C@H]1CN([C@@H](C)CO)C(=O)c2cc(-c3ccccc3F)cnc2O[C@@H]1CN(C)C(=O)C1CCC1	0	-2	1	7	0.2	-10	0.5	3
Cc1c(C(=O)Nc2ccc(S(=O)(=O)N3CCOCC3)cc2)cccc1[N+](=O)[O-]	-3	14	2	5	/	-6	0.0	3
C[C@@H]1CN([C@H](C)CO)C(=O)c2cccc(NC(=O)NC3CCCCC3)c2O[C@H]1CN(C)C(=O)Nc1cccc2ccccc12	6	8	-2	9	-1.3	6	-0.5	0
Cc1ccc2nc(-c3ccc(Cl)cc3)c(Cc3ccsc3)n2c1	/	/	/	-3	-4.0	-24	0.2	-1
COc1ccc2c3c([nH]c2c1)[C@@H](CO)N(C(=O)NC(C)C)CC31CCN(C(=O)c2ccccn2)CC1	/	/	1	10	1.1	7	0.0	/

Some of the entries so far, field by field.
CCOC(=O)N1CCN(Cc2nc3cc(NC(=O)C(C)C)ccc3n2C)CC1
  RAD54 branch: -11; esBAF inh: 0; ERAP1 inh: 0; S100A4 inh HTS: -2; E-selectin induc: 0.2; RAD52 anneal inh: 2; XiGFP reactiv: 0.0; ERp5 inh: -1
O=S(=O)(Cc1ccccc1)N1CCC(c2nc(-c3cccs3)no2)CC1
  RAD54 branch: 0; esBAF inh: 8; ERAP1 inh: 0; S100A4 inh HTS: -2; E-selectin induc: /; RAD52 anneal inh: -3; XiGFP reactiv: /; ERp5 inh: 2
CSc1ccc(/C=N/NC(=O)c2ccc(-n3cnnn3)cc2)cc1
  RAD54 branch: 4; esBAF inh: -7; ERAP1 inh: -4; S100A4 inh HTS: -1; E-selectin induc: /; RAD52 anneal inh: 1; XiGFP reactiv: 0.0; ERp5 inh: 8

Continued:
molecule	RAD54 branch	esBAF inh	ERAP1 inh	S100A4 inh HTS	E-selectin induc	RAD52 anneal inh	XiGFP reactiv	ERp5 inh
CN(CC(=O)Nc1c(Cl)cccc1Cl)C(=O)c1cccn1C	4	/	4	0	/	4	0.2	-4
Cn1c(SCC(=O)N/N=C/c2ccc(O)c(O)c2)nc2ccccc21	/	1	8	-7	/	11	-0.1	1
CC1CC1C(=O)OCC(=O)N(C)c1c(N)n(Cc2ccccc2)c(=O)[nH]c1=O (configuration not stated)	3	1	1	2	0.1	1	0.0	3
C[C@H]1CN([C@@H](C)CO)C(=O)c2c(c3ccccc3n2C)-c2ccccc2CO[C@H]1CN(C)S(=O)(=O)c1ccc([N+](=O)[O-])cc1	/	/	1	-1	1.8	10	0.2	-3
Nc1ccc(CN2CCOCC2)cc1	/	/	1	-7	1.2	-15	0.0	6
Cc1ccc(NC(=O)c2cc(N3C(=O)C4CCCCC4C3=O)ccc2N2CCOCC2)cc1 (configuration not stated)	/	-11	3	10	3.9	-2	3.2	4
CCNC(=O)C[C@@H]1CC[C@@H]2[C@H](COc3ccc(NC(=O)c4cc(C)on4)cc3C(=O)N2C)O1	-2	-3	1	-5	0.2	-2	0.5	0
COc1ccc(NC(=O)CN(C)C(=O)c2cn(-c3ccccc3)nc2-c2ccc(OC)cc2)cc1	6	-3	5	2	/	3	0.1	-9
C=CC[C@@H](CC(=O)N[C@H](CO)Cc1ccccc1)C(=O)N[C@H](COC(=O)[C@@H](CC=C)CC(=O)OC(C)(C)C)Cc1ccccc1	5	-27	0	-10	-0.7	-7	0.0	-3
COc1ccc(NC(=O)COC(=O)c2n[nH]c3ccccc23)c(OC)c1	-2	20	-4	-16	/	-15	0.0	2
COCC#Cc1cnc2c(c1)C(=O)N([C@H](C)CO)C[C@H](C)[C@H](CN(C)C(=O)NC1CCCC1)O2	-3	3	0	-11	-0.6	6	0.1	-6
COc1ccc(-c2cccc(C3CC=CC4C3C(=O)N(Cc3ccccc3)C4c3ccc(C(F)(F)F)cc3)c2)cc1 (configuration not stated)	-2	3	-1	1	0.0	-2	0.1	-5
CNC(=O)C[C@H]1CC[C@@H]2[C@H](COc3ccc(NC(=O)Nc4cccc(Cl)c4)cc3C(=O)N2C)O1	4	3	-1	5	0.1	-2	0.1	-1
O=C(c1ccccn1)N1CC[C@@H]2[C@H](CO)Nc3ccc(C#Cc4cccnc4)cc3[C@@H]21	-15	26	/	/	0.1	/	0.1	/
COc1ccc(N2CCN(C(=O)c3ccc(C)c(NC(=O)c4ccco4)c3)CC2)cc1	3	4	4	0	-0.5	-12	0.0	-3
COc1cccc(CNC(=O)c2nnn(-c3ccc(OC(F)(F)F)cc3)c2N)c1	-1	4	1	-6	/	10	/	0
CS(=O)(=O)N(CC(=O)NCCSCc1ccco1)c1ccc2c(c1)OCO2	/	-5	4	2	/	-15	0.0	-1
Cc1cc(NC(=O)Nc2ccc(Cl)cc2)n(C)n1	-2	-3	-5	13	/	11	0.0	1
COc1ccc(-c2nn(-c3ccccc3)cc2CNC(=O)c2cccc([N+](=O)[O-])c2)cc1	/	/	10	-2	/	-9	0.0	6
CC(=O)Nc1ccc(S(=O)(=O)N2CCc3cc4c(cc3C2C)OCCCO4)cc1 (configuration not stated)	-6	-5	2	-8	/	-47	0.0	6
CC1(C(=O)N2Cc3ccccc3C2)CCN1C(=O)Cc1ccccc1 (configuration not stated)	-15	3	-7	-2	-0.1	-8	0.8	-1
NS(=O)(=O)c1ccc(NC(=O)c2ccc3c(c2)CCCC3)cc1	0	27	0	1	-0.1	-13	0.0	5
CC(=O)Nc1ccc(C23CC4CC(CC(C4)C2)C3)cc1	5	12	-1	-2	/	-12	0.1	2
CC(C)NC(=O)Nc1ccc2c(c1)C(=O)N([C@@H](C)CO)C[C@@H](C)[C@H](CN(C)C(=O)NC(C)C)OCCCC[C@@H](C)O2	3	/	0	-30	0.0	-3	-0.1	4
C[C@@H]1CCCCO[C@@H](CN(C)C(=O)Nc2ccc(F)cc2)[C@@H](C)CN([C@H](C)CO)C(=O)c2cc(NC(=O)Nc3ccccc3)ccc2O1	-10	4	0	2	0.2	13	0.3	2
COc1ccc(C2CCCN2C(=S)Nc2cccc(C)c2)cc1OC (configuration not stated)	/	/	2	-2	3.2	-21	-0.1	-2
CC(C)C(=O)Nc1c(-c2cccc(Cl)c2)c(=O)c2ccccc2n1C	-7	12	-1	-5	-0.1	-15	0.0	-4
COC(=O)c1ccc(CN2CC(=O)N3[C@H](CO)[C@H](c4ccc(Br)cc4)[C@@H]3C2)cc1	/	/	1	2	0.0	4	0.0	-5
O=c1c(CN2CCN(Cc3ccccc3F)C(CCO)C2)coc2ccccc12 (configuration not stated)	1	3	-5	-1	0.1	-7	0.3	3
COCCNc1nnc(SCC(=O)NNC(=O)c2ccccc2)s1	/	/	0	-3	/	0	0.0	0
Cc1cc(N2CCN(S(=O)(=O)c3ccc(Br)cc3)CC2)n2ncnc2n1	/	/	-2	-10	/	-4	0.0	-13
CCOC(=O)n1c(=O)n(Cc2ccc(F)cc2)c2ccccc21	/	/	-2	1	/	-3	0.0	-1
C[C@@H]1CN([C@H](C)CO)C(=O)Cc2cc(NC(=O)Cn3cnnn3)ccc2O[C@@H]1CN(C)S(=O)(=O)c1ccc(F)cc1	-18	3	2	-2	0.1	-2	0.0	10
Cc1ccc(-c2c(C(=O)N/N=C/c3sccc3C)nnn2-c2nonc2N)cc1	-1	5	-4	-4	/	-11	0.1	-2

Source: PubChem (Broad Institute)

The order is random. About 2.5% of those tested had a hit in this group.
